Compound activity (PubChem)
KDM5B inhibitor – inhibitors of human KDM5B histone demethylase; KDM5B demethylase, FDH-coupled NADH fluorescence (FDH is formaldehyde dehydrogenase); Q9UGL1; AID 1347165; 2.6% of 220,000 active; Potency, µM (doses to about 57.7 µM), for the others: at the highest dose activity change, negative = inhibition, actives largely listed as inhibitors; active = well fitted inhibition curve with a large enough effect; inconclusive = small, poorly fitted or top-dose-only effect; inactive = no such curve, though single readings can be large or run the other way; also: 0% is about no effect; nearly all actives have a fitted effect of over 70% in size
Target sequence (Q9UGL1 whole entry, looked up): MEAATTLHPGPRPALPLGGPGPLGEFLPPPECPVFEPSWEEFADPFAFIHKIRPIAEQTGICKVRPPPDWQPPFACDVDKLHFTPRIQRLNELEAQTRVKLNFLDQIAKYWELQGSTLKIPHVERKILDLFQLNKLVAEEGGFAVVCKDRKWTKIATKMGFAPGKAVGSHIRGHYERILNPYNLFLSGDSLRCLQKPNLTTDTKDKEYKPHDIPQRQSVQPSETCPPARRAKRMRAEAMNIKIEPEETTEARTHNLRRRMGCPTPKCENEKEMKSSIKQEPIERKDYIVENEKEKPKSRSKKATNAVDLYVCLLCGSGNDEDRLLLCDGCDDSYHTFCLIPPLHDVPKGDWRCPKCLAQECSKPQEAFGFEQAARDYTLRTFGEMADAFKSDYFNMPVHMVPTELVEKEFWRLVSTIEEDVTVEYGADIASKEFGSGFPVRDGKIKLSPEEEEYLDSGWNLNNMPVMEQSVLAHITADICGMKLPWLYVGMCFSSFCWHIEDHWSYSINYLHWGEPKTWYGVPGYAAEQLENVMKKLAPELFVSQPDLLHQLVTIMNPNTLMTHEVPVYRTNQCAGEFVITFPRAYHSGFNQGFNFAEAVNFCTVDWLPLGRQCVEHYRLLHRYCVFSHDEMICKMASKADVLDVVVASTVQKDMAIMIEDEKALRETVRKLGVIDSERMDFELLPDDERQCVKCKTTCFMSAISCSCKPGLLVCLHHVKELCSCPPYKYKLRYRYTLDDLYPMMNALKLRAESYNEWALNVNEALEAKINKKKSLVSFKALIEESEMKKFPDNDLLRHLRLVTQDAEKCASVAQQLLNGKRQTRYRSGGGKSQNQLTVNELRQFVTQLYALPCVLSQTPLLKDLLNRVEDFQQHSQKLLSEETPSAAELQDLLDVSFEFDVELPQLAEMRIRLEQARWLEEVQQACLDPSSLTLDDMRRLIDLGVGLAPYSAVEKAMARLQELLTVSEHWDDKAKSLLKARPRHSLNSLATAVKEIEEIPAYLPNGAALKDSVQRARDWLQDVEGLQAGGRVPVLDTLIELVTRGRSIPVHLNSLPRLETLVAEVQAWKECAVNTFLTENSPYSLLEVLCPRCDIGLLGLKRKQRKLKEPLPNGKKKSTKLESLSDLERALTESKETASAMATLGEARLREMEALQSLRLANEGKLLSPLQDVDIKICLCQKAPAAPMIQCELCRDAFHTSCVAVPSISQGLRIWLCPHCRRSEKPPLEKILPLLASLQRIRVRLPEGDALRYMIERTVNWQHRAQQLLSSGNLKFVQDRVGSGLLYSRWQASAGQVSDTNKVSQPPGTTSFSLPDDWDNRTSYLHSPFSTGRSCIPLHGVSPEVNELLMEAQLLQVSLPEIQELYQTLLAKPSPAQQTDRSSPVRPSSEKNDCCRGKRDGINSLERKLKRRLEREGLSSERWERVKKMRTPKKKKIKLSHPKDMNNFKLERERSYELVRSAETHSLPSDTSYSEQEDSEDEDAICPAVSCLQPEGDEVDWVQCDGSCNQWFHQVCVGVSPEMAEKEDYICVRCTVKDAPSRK
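Inhibition is measured as reduced NADH fluorescence generation from FDH coupling to formaldehyde release. Truncated KDM5BΔAP at 200 nM final acts on H3K4me3 peptide (12.5 µM in substrate mix) in pH 7.5 HEPES buffer with Tween-20, 30 min, room temperature.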
Active calls of the source: *; ? = inconclusive; & = joins results of further samples; [ ] = dose if it differs, or a comment. Potency is read from the fitted curve at half-maximal effect. This is a subset; rates above refer to the full screens.

SMILES | KDM5B inhibitor
CC(C)CCNC(=O)N1CCN(C(=O)N2CC3CC(C2)[C@H]2CCCC(=O)N2C3)CC1 (stereo not given in full) | 11.9%
O=c1[nH]c(=O)n(C2CCCCC2)c(O)c1C1=Nc2ccccc2SC(c2ccc(Cl)cc2)C1 (stereo not given) | -12.8%
CC(=O)Nc1ccc(CN2CCC3(CC2)CC(c2cccnc2)=NO3)cc1 | 2.6%&-21.3%
Cc1nn(-c2ccc(F)cc2)c(-n2cccc2)c1C(=O)N1CCN(c2ccc(F)cc2)CC1 | -28.0%
COc1cccc(NC(=O)c2sc3nc(C)c(C(=O)Nc4ccc(C)cc4C)c(-c4ccccc4Cl)c3c2N)c1 | 15.3%
O=C(NC1CCCc2ccccc21)C1CC1 (stereo not given) | 12.7%
Cc1ccc(C)n1-c1c(C(=O)NCCCN2CCN(c3ccc(F)cc3)CC2)sc2ncccc12 | ?
CC(=O)N[C@H]1CCN(C(=O)C[C@@H]2[C@H](O)CC[C@@H]3[C@]4(C)CO[C@@H](CNC(=O)c5cc(C)on5)O[C@@H]4CC[C@]32C)C1 | ?
O=C(c1ccc(F)cc1)c1ccc(OCc2ccc(-c3ccccc3)cc2)cc1 | -4.0%
O=C(CN1C(=O)NC2(CCCCC2)C1=O)Nc1ccc(C(F)(F)F)cc1 | -0.7%
CC[C@H]1CN(C(=O)Nc2ccccc2)CC[C@H]1CC(=O)NCc1ccco1 | -20.3%[86.2 µM]
CCOCc1nc(C2CCCN(C(=O)c3ccc(OC)nc3OC)C2)no1 (stereo not given) | -18.1%
Cc1ccc(C(=O)OCc2nc(N)c3ccccc3n2)cc1 | 7.7%
O=C(CCCN1C(=O)/C(=C/c2ccccc2Cl)SC1=S)NNC(=O)c1cccnc1 | ?
Cc1ccc(CNC(=O)C(=O)c2cn(CC(=O)N3CCOCC3)c3ccccc23)cc1 | -18.4%
CS(=O)(=O)N1CCc2cc(C(=O)c3cc4cc(Br)ccc4o3)ccc21 | -9.1%
COc1cccc(C(=O)Nc2cccc(C(=O)OCc3cc(=O)n4c(C)csc4n3)c2)c1 | -4.3%
Cc1noc(C)c1C(=O)NC(C)c1ccc(Cl)cc1Cl (stereo not given) | 20.8%
COc1ccccc1NC(=O)Cn1c(-c2ccc(Cl)cc2)nc(C)cc1=O | -27.9%
COP(=O)(OC)c1nc(C(c2ccccc2)c2ccccc2)oc1NCc1ccco1 | 9.6%
COc1ccc(C(=O)c2sc3nc(-c4ccc(C)cc4)cc(C(F)(F)F)c3c2N)cc1 | -13.9%
CN(CCc1ccccn1)C(=O)Nc1ccc(C(C)(C)C)cc1 | 17.3%
CC(C)NS(=O)(=O)c1cc(C(=O)O)cc(-c2cccc3c2OCC3)c1 | ?
Cc1ccc2c(=O)cc(C(=O)Nc3ccc(S(=O)(=O)Nc4onc(C)c4C)cc3)oc2c1C | -9.4%&-29.4%
Cc1noc2nc(-c3ccccc3)cc(C(=O)NCc3ccc(N4CCOCC4)nc3)c12 | 12.4%
O=C(COC(=O)c1cccs1)c1ccc(-c2ccccc2)cc1 | 5.2%
COc1ccc(C(=O)N2CCC3(CC2)CC(N(C2CC2)S(C)(=O)=O)CCO3)cc1 (stereo not given) | -3.0%
Cc1csc(NC(=O)c2cnc3c(c2)N(C(=O)Cc2ccc(C(C)C)cc2)CCC3)n1 | 31.6µM*
COc1ccccc1-c1ccc2ncc(Nc3ccccc3F)n2n1 | -23.9%[86.2 µM]
CCOc1cc(CN2CCCCCC2c2ccc(Cl)cc2)ccc1OCC(N)=O (stereo not given) | -13.4%
Cc1cc(C=O)c(C)n1CCc1ccc(Cl)cc1 | 1.8%
CC(NC(=O)CCc1ccccc1)C(=O)N1CCN(c2ccccn2)CC1 (stereo not given) | 25.1µM*
CCCn1c(Sc2ccccc2)nc2c1c(=O)[nH]c(=O)n2C | 4.7%
O=C(Nc1ccccc1)c1cccc(Cn2cc(C(F)(F)F)ccc2=O)c1 | -15.6%
CCOC(=O)N1CCc2c(sc3c2c(=O)n(Cc2ccccc2)c(=O)n3CC(=O)Nc2ccc(C)c(C)c2)C1 | -19.5%
CC(C)CNC(=O)CC(C)Cc1nnc2c(=O)n(-c3cccc(F)c3)ccn12 (stereo not given) | 2.2%
COc1cccc(-c2cc(C(=O)NCCC(C)n3ccnc3)[nH]n2)c1 (stereo not given) | 13.6%
CN(C)C(=O)c1ccc(-c2cc(C(F)(F)F)nn2C)s1 | 25.3%
CCc1nn(Cc2cc(C)ccc2C)c(=O)c2cc3cc(C)ccc3n12 | -13.3%
COc1ccc(CNC(=O)c2sc(-c3ccc(C)cc3)nc2C)cc1 | -28.4%
Cc1nc(C23CC4CC(CC(C4)C2)C3)c(C)o1 | 23.5%
Cc1cccc2sc(NS(=O)(=O)c3ccccc3)nc12 | 15.8%
CN1CCC(NC(=O)c2ccc3c(c2)n(Cc2ccc(F)cc2)c(=O)c2ccnn23)CC1 | 28.2µM*
CCCN(CC1CCOC1)C(=O)Nc1ccccc1Cl (stereo not given) | 38.6%
O=C(CC1CC2CCC1C2)Nc1ccc(-c2nccs2)cc1 (stereo not given) | ?
COc1ccc(C(=O)Nc2ccc3nc(SCC(=O)N(C)c4ccccc4)sc3c2)cc1 | ?
CC(C)n1nc(C(=O)Nc2ccc(Oc3ccccc3)cc2)c2ccccc2c1=O | 4.8%
Cc1noc(-c2ccc(OC(F)(F)F)cc2)c1C(=O)NCc1ccccc1Cl | -16.1%
COC(=O)N1CCC2(C1)C(=NC1CCCCC1)NC(=O)N2c1cccc(OC)c1 (stereo not given) | -14.0%
CCOC(=O)/C(C#N)=N\Nc1cc(Cl)ccc1OC | 31.4%
CCc1ccc2oc(=O)cc(CN3CCN(C(=O)c4ccco4)CC3)c2c1 | -7.7%
COc1cccc(N2CC(C(=O)NCCSC)NC2=O)c1 (stereo not given) | -2.4%[86.2 µM]
CC(C)n1nc(C(=O)OCC(=O)Nc2ccc3c(c2)OC(F)(F)O3)c2ccccc2c1=O | 4.8%
Clc1ccc(OCc2nc3ccccc3n2Cc2ccccc2)c(Cl)c1 | -22.9%
N#CCc1nc2ccccc2c(=O)[nH]1 | 4.3%
CS(=O)(=O)N1C[C@H]2CCN(C(=O)c3cc(Cl)ccc3F)C[C@H]21 | -16.6%
O=C(CCc1cccnc1)NC(C1CC1)C1CC1 | 7.0%
O=C([C@@H]1C[C@H](Oc2ccccc2)CN1C(=O)c1ccoc1)N1CCOCC1 | 7.0%
Cc1cccc(Cc2c(C)nc3nc(SCc4cccc(F)c4)nn3c2C)c1 | ?
O=C(NCCc1cccs1)c1ccc(Cl)cc1 | 15.3%
Later entries.
SMILES | KDM5B inhibitor
CC(NC(=O)CNC(N)=O)c1cccc(C(F)(F)F)c1 (stereo not given) | 20.5%
COc1ccnc(-c2nnc3ccc(N4CCc5ccccc5CC4)nn23)c1 | 31.6µM*
CCN(c1ccc(NC(=O)CSc2ncnc3ccccc23)cc1)C(C)C | -7.1%
O=C(CSc1nc2ccccc2s1)Nc1ccc2c(c1)CCC2 | 23.2%
O=C(Cn1nc(C(=O)O)c2ccccc2c1=O)c1ccc(F)cc1 | -2.9%
Cc1cccc(-c2ccccc2CN)c1 | -3.0%[149 µM]
COC(=O)c1ccc(C(=O)OC)c(NC(=O)CSc2ccc3c(c2)OCCO3)c1 | -3.5%
CCOC(=O)COc1ccc2cc(-c3ccc(Cl)cc3)c(=O)oc2c1 | ?
Cc1ccccc1S(=O)Cc1ccc(C(=O)NC2CCCCCC2)o1 (stereo not given) | -32.3%
Cc1ccc(NC(=O)C2CCCN(S(=O)(=O)c3ccc(C)cc3)C2)cc1 (stereo not given) | -6.8%
COc1cccc(Cn2c(SCC(=O)N3CCN(c4ccc(F)cc4)CC3)nc3ccccc32)c1 | 2.9%
COc1ccc(C2(C(=O)NCCc3ccc(F)cc3)CCOCC2)cc1 | 19.4%[115 µM]
COc1c(C)cccc1C(=O)Nc1ccc(-c2nc3ccccc3s2)c(Cl)c1 | ?
COc1ccc(NC2=C(c3ccc(C(F)(F)F)cc3)C(=O)c3ccccc32)cc1 | 21.3%
Cc1ccc2nc(N(CCCN(C)C)C(=O)c3ccc(Br)s3)sc2c1 | -15.0%&-24.6%
CC(C)CCNC(=O)N1CCC(N2CC3CC(C2)[C@H]2CCCC(=O)N2C3)CC1 (stereo not given in full) | -17.2%
COc1cccc(-c2ocnc2C(=O)Nc2ccc(N3CCOCC3)cc2N2CCOCC2)c1 | ?
Cc1cn2c(=O)c(S(=O)(=O)N3CCN(c4cc(Cl)ccc4C)CC3)c(C)nc2s1 | 9.7%
CO[C@H]1COCCN(C(=O)c2cccc(F)c2)C1 | 17.9%[115 µM]
O=C(c1ccccc1)N1c2nc(-c3ccco3)nn2C2(CCCCC2)[C@@H]2CCCC[C@@H]21 | ?

Reprinted from the part before: 4 compounds; new compounds follow.
SMILES | KDM5B inhibitor
COc1cccc(-c2ocnc2C(=O)Nc2ccc(N3CCOCC3)cc2N2CCOCC2)c1 | ?
Cc1cn2c(=O)c(S(=O)(=O)N3CCN(c4cc(Cl)ccc4C)CC3)c(C)nc2s1 | 9.7%
CO[C@H]1COCCN(C(=O)c2cccc(F)c2)C1 | 17.9%[115 µM]
O=C(c1ccccc1)N1c2nc(-c3ccco3)nn2C2(CCCCC2)[C@@H]2CCCC[C@@H]21 | ?
Cc1ccc(C(=O)N2CCC3(CC2)CC(N(Cc2ccccc2)C2CC2)CCO3)s1 (stereo not given) | -11.7%
Cc1ccc(-n2ncc(C(=O)NCCN3CCOCC3)c2C2CCN(C(=O)OC(C)(C)C)CC2)c(C)c1 | -9.0%
Cc1cnc(CC2CCNC2)n1CC1CC1 (stereo not given) | -0.1%
COc1ccc(SCCC(=O)NCc2ccncc2)cc1 | 4.7%
O=C(O)CCNS(=O)(=O)c1ccc(C(=O)/C=C/c2ccccc2Cl)cc1 | ?
CCOc1ccc(-c2nc(C#N)c(NCCCN(CC)CC)o2)cc1 | ?
N#Cc1ccc(-c2ccc(OCCOc3ccccc3Cl)cc2)cc1 | -6.5%
Cc1nc(CCNC(=O)Nc2ccccc2)no1 | -6.8%
COc1cccc(CC(=O)N2CCCC(c3nc(C4CCOCC4)no3)C2)c1 (stereo not given) | 5.2%
COc1ccc2c(CSc3nc4nc(C)cc(C)n4n3)cc(=O)oc2c1 | -3.1%
CC(C)CC(=O)N1CCC2(CC1)OCC(C(=O)NCc1ccccc1)N2C(=O)c1ccccc1 (stereo not given) | 2.5%
CC(C)OC(=O)Cn1c(C2CC(=O)N(Cc3ccc(F)cc3)C2)nc2ccccc21 (stereo not given) | 6.1%
Cn1nnnc1SCCCNCc1cc(Cl)ccc1OCc1ccccc1 | -0.7%
Cc1cccc(C)c1NC(=O)CSc1nc2ncccc2o1 | -0.3%
Cc1ccc(CCNC(=O)c2ccc(CNS(=O)(=O)c3ccc(C)cc3)cc2)cc1 | -12.4%
CC(=O)C1=CC[C@H]2[C@@H]3CC[C@H]4C[C@@H](O)CC[C@]4(C)[C@H]3CC[C@]12C | 11.3%
COc1ccccc1C(=O)N1CCC2(CC(C(C)C)=NO2)C1 (stereo not given) | 8.8%[149 µM]
O=C(/C=C/c1ccccc1)c1ccc(Sc2ccccc2)cc1 | -24.0%
O=C(NCCn1ccc2ccccc21)c1ccc(Cl)cc1 | -35.4%
Cc1cc(Br)ccc1NC(=O)CNC(=O)CCc1ncc(-c2ccccc2F)o1 | 8.2%
O=C(CC(c1ccc(F)cc1)N1Cc2ccccc2C1=O)NCCc1ccccc1 (stereo not given) | 17.8%
Cn1c(=O)c2nc(SCCC(=O)O)n(Cc3ccccc3)c2n(C)c1=O | -17.2%
COc1ccc(-c2cn3nc(N4CCC(C(=O)Nc5ccccc5OC)CC4)sc3n2)cc1 | -18.0%
COCC(=O)N1CC[C@H](n2nnc(C(N)=O)c2C(N)=O)C[C@H]1C(=O)N[C@H](Cc1c[nH]c2ccccc12)C(N)=O | -8.5%
CCCCN(C)C(=O)C1CCN(Cc2ccccc2)CC1 | ?
O=C(NCC12CC3CC(CC(C3)C1)C2)c1cc2nc(-c3ccc(F)cc3)cc(C(F)(F)F)n2n1 | -2.6%
CCCCc1nn2cc(-c3ccc(CC)cc3)nc2s1 | 15.6%
CCN(Cc1ccc(Br)s1)C(=O)Cn1nnc(-c2cccc(Cl)c2)n1 | 2.8%
COc1ccc(CNC(=O)C(=O)Nc2c3c(nn2-c2ccccc2)CSC3)cc1 | -22.1%
O=C(CSc1nnnn1-c1ccc(O)cc1)c1ccc(F)cc1 | 28.6%
Cc1ccc(CNC(=O)c2ccc3c(c2)NC(=O)C(CS(=O)(=O)Cc2ccc(F)cc2)N3)cc1 (stereo not given) | ?
CCn1cnc2c1c(=O)n(CC(=O)NC(C)c1ccccc1)c(=O)n2Cc1ccccc1 (stereo not given) | -2.1%
Cn1nnc2c(N3CCN(c4cccc(Cl)c4)CC3)ncnc21 | -7.2%
O=C(Nc1c2c(nn1-c1ccccc1)CS(=O)(=O)C2)c1ccccc1C(F)(F)F | 16.0%
CCN(CC)S(=O)(=O)c1ccc2c(c1)c(=O)c(C(=O)N(C)Cc1ccccc1)cn2C | ?
COc1ccccc1-n1c(SCC(=O)Nc2ccc(C)cc2)nc(O)cc1=O | -25.2%
O=C(CCCc1c[nH]c2ccccc12)N1CCN(CC(=O)N2CCCCCC2)CC1 | 6.6%
CCOC(=O)c1c(N)n(-c2ccc(OCC)cc2)c2nc3ccccc3nc12 | ?

Retrieved one by one from above, four records:
SMILES | KDM5B inhibitor
O=C(CC(c1ccc(F)cc1)N1Cc2ccccc2C1=O)NCCc1ccccc1 (stereo not given) | 17.8%
CCCCc1nn2cc(-c3ccc(CC)cc3)nc2s1 | 15.6%
CCOC(=O)c1c(N)n(-c2ccc(OCC)cc2)c2nc3ccccc3nc12 | ?
COc1ccc(-c2cn3nc(N4CCC(C(=O)Nc5ccccc5OC)CC4)sc3n2)cc1 | -18.0%
